Assay outcomes deposited in PubChem BioAssay by National Center for Advancing Translational Sciences (NCATS).
TDP1 inh – TDP1 (human) enzyme inhibition | Q9NUW8 | recombinant TDP1, AlphaScreen DNA substrate cleavage | Potency, µM (doses to about 130 µM), without a hit: at the highest dose activity change, negative = inhibition, hits mostly inhibitors | 350,000 tested, 0.28% active; further: nearly all actives have a fitted effect of over 40% in size
Target sequence (Q9NUW8 whole entry, looked up): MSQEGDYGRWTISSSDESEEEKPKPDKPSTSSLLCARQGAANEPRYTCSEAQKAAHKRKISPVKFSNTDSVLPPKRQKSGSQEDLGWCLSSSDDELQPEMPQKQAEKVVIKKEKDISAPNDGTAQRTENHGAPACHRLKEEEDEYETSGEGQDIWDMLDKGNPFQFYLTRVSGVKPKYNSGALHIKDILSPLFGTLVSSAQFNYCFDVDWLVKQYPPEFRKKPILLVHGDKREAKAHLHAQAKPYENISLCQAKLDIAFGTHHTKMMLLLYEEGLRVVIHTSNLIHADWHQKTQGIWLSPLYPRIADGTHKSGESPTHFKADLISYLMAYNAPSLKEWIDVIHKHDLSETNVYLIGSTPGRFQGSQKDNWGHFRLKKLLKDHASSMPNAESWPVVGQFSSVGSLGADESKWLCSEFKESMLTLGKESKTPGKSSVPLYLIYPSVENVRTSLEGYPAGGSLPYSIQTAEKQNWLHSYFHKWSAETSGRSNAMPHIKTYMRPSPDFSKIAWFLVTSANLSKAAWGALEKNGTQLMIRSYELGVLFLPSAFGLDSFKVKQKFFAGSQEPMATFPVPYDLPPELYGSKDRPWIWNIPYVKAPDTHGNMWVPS
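Recombinant E. coli-expressed Tdp1 (1 nM) preincubated with compound 15 min at RT, then 5'-biotin/3'-phosphotyrosine-FITC DNA substrate (15 nM) added for 5 min. AlphaScreen beads (10 ug/ml) added, 10 min RT; tyrosine-FITC cleavage read as signal loss.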
TDP1 cell CPT – growth inhibition of DT40 Tdp1-/-;hTDP1 cells with camptothecin (screen for TDP1 inhibitors). AID 686979. Potency, µM (series often up to 46.2 µM), without a hit: at the highest dose activity change, negative = growth inhibition, hits mostly inhibitors. 420,000 tested, 12% active. chicken DT40 Tdp1-/-;hTDP1 cells + 20 nM CPT, ATP luminescence, 48 h; further: nearly all actives have a fitted effect of over 55% in size
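Chicken DT40 Tdp1-/- cells complemented with human TDP1, 400 cells/well, exposed to compounds plus 20 nM camptothecin for at least 48 h at 37 C; viability read as ATP content by CellTiter-Glo luminescence.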
DT40 TDP1 no CPT – qHTS for Inhibitors of human tyrosyl-DNA phosphodiesterase 1 (TDP1): qHTS in cells in absence of CPT; DT40 Tdp1-/- hTDP1 cells, no CPT, ATP luminescence, 48 h; Potency, µM (series often up to 46.2 µM), inactives show at the highest dose activity change, negative = growth inhibition, actives largely listed as inhibitors; 420,000 tested, 15% active; AID 686978, 2013; further: nearly all actives have a fitted effect of over 55% in size
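Compound effects on proliferation are scored in DT40 Tdp1-/-;hTDP1 cells in the absence of CPT. ATP levels (CellTiter-Glo luminescence) are recorded after a ≥48 hr, 37 °C incubation.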
Numbers without * were called inactive; ? = inconclusive; . = not tested or not shown; & = joins results of further samples; [ ] = another dose, or the depositor's remark. The call rests on the fitted dose curve; in most records, active means well fitted curve in the direction sought with a large enough effect; inconclusive means small, poorly fitted or top-dose-only effect, or another doubt; inactive means no such curve, though single readings can be large; an effect the other way counts as inactive or inconclusive. On the % scale 0 is the no-effect control and ±100 the full control effect; potency means the concentration at half of the fitted maximal effect.

SMILES	TDP1 inh	TDP1 cell CPT	DT40 TDP1 no CPT
CN(C)CCN1C(=O)C(=O)/C(=C(/O)c2ccc(S(=O)(=O)N3CCOCC3)cc2)C1c1ccc(Br)cc1 (configuration not stated)	3%	2%	17%
C/C=C(/C)C(=O)O[C@@H]([C@H](O)c1cc2ccc(=O)oc2cc1OC)C(C)(C)O[C@@H]1O[C@H](CO)[C@@H](O)[C@H](O)[C@H]1O	1%	-10%	1%
O=C(Cn1cc(C(=O)c2ccco2)c2ccccc21)Nc1ccccc1	1%&-2%	10µM*	12µM*
Cc1nnc2ccc(N3CCN(c4ccccn4)CC3)nn12	2%	-19%	-22%
CCOC(=O)N1CCN(C(=O)c2ccc3c(=O)n(-c4ccc(OC)cc4OC)c(=S)[nH]c3c2)CC1	4%	-28%	?
Cc1oc(/N=C/c2ccc(O)cc2O)c(C#N)c1C	0%	?	-14%
COc1ccc(CNC(=O)c2cc(S(=O)(=O)N3CCOCC3)cn2C)cc1	.	-23%	2%
COC(=O)c1nc2nc(-c3cccs3)cc(C(F)(F)F)n2n1	3%	8%	-6%
Cc1ccc(N2C(=O)C3CC(c4ccccc4)=C4C5C=CC(C6C(=O)N(c7ccc(C)cc7C)C(=O)C56)C4C3C2=O)c(C)c1 (configuration not stated)	4%	?	-23%
Cc1nc(C)c(-c2ccc(SCC(=O)Nc3ccccc3F)nn2)s1	4%	?	15µM*
COc1ccc(Cl)cc1NC(=O)CSc1nnc(COc2ccccc2)n1N	-3%	-20%	11%
Cc1nn(C(=O)CCC(=O)NCc2ccc(OC(C)C)cc2)c2ccccc12	1%	8%	13%
COc1cc(-c2nn3c(C4CCCCC4)nnc3s2)cc(OC)c1OC	5%	?	21µM*
CC(C)CCn1nnnc1C(c1ccc(N(C)C)cc1)N1CCN(C(=O)c2ccco2)CC1 (configuration not stated)	2%	-12%	-16%
CC1CCN(CC(O)COc2ccc(-c3ccccc3)cc2)CC1 (configuration not stated)	.	?	18µM*
O=C(CCC1CCCN(C(=O)c2ccc3c(c2)OCO3)C1)N1CCN(c2ccccn2)CC1 (configuration not stated)	3%	?	?
CC(C)C(C(=O)NC1CCCC1)N1CCN(c2ncccc2C#N)CC1 (configuration not stated)	.	-1%	1%
CCCc1nc(S(=O)(=O)Cc2ccc(Cl)cc2Cl)n[nH]1	5%	-19%	-2%
c1ccc(-c2csc(N3CCN(c4ccccn4)CC3)n2)cc1	9%	-20%	-17%
CN(CC(=O)Nc1ccc(F)cc1)CC(=O)N1CCCC1	0%	-2%	-24%
CC(C)(C)C1CCC(OC(=O)CN2CCOCC2)CC1 (configuration not stated)	1%	-11%	-5%
N#Cc1ccc(NS(=O)(=O)c2ccc(-c3cnc(C4CC4)o3)cc2)cc1	1%	18µM*	?
Cc1c(NC(=O)COC(=O)c2cc(-c3cccc4ccccc34)nc3ccccc23)c(=O)n(-c2ccccc2)n1C	3%	?	-19%
Cc1ccc(CCNC(=O)CS(=O)Cc2nc(-c3cccc(C)c3)oc2C)cc1 (configuration not stated)	3%	?	?
O=[N+]([O-])c1ccc(N2CCNCC2)cc1NCc1cccnc1	3%	-8%	?

Going on with the list.
SMILES	TDP1 inh	TDP1 cell CPT	DT40 TDP1 no CPT
CCn1c(CNC(=O)c2cccc(C)c2)nnc1SCC(=O)NC1=NCCS1	.	2%	?
Cc1ccc2[nH]c(=O)c(CN(Cc3nnnn3C3CCCC3)C3CCCCC3)cc2c1	3%	-12%	-9%
NC(=O)CSc1nc2sc3c(c2c2ncnn12)CCCC3	7%	-28%	?
CCCCNc1nc2c(S(=O)(=O)c3ccc(Br)cc3)nnn2c2ccsc12	3%	-12%	3%
Cc1ccc(-c2nn(-c3ccccc3)cc2/C=N/n2c(-c3ccncc3)n[nH]c2=S)cc1	.	8%	?
CCN(c1ccccc1)S(=O)(=O)c1cccc(C(=O)NCC(c2ccco2)N2CCCCC2)c1 (configuration not stated)	.	?	16µM*
CC(C)C[C@H](NC(=O)c1cc2cc(Cl)ccc2n1C)C(=O)N1CCC(C(=O)O)CC1	.	-26%	-19%
COc1ccc(Nc2ncc3c(n2)CC(c2ccccc2)CC3=O)cc1 (configuration not stated)	-3%	?	?
CCCCN1C(=O)C(CC(=O)NCCN2CCOCC2)CC(C(=O)N2CCOCC2)=C1C (configuration not stated)	.	0%	-9%
CCN(CC)c1ccc(NC(=O)COc2ccccc2C)cc1S(=O)(=O)Nc1ccccc1OC	-10%	?	15µM*
Cc1ccc(C)n1-c1ccc(N2CCOCC2)c([N+](=O)[O-])c1	11%	?	15µM*
O=C1CCCN2N=C(SCC(=O)Nc3ccccc3C(F)(F)F)SC2=N1	0%	-2%	-1%
O=S(=O)(c1ccccc1)N1CN(Cc2ccc(F)cc2)c2nc3ccccc3nc21	.	?	-30%
CCOC(=O)c1c(NC(=O)Cn2cnc3sc(C)c(-c4ccccc4)c3c2=O)sc(C)c1C	3%	-14%	3%
CCOC(=O)CN1C(=O)C(=O)N(Cc2c(F)cccc2Cl)C1=O	.	3%	3%
CCOC(=O)c1[nH]c2ccccc2c1NC(=S)Nc1ccccc1C	7%	-19%	?
N=c1ccn(Cc2ccc(Cl)cc2)cc1	-1%	5.2µM*	3.7µM*
CC(C)(C)NC(=O)C(c1cccc2ccccc12)n1c(=O)c(-c2cc3ccccc3[nH]2)nc2ccccc21 (configuration not stated)	.	?	?
Cn1c(CC(=O)Nc2ccccc2F)nnc1SCC(=O)Nc1ccccc1Br	.	-26%	-8%
CC(OC(=O)c1ccc(NS(=O)(=O)c2cccs2)cc1)C(=O)N(C)C1CCCCC1 (configuration not stated)	0%	1%	-7%
COc1cc(OC)cc(-c2cc3nc(C)c(CCC(=O)NCc4ccc(Cl)cc4)c(C)n3n2)c1	2%	?	?
CCOC(=O)C1=C(COC(=O)CNC(=O)c2ccc(C)cc2)NC(=O)NC1C (configuration not stated)	1%	-5%	6%
O=C(Nc1ccc(Br)cc1)Nc1cnccn1	4%	?	?
CCCCNC(=O)c1cn(CC)c2cc(N3CCN(C)CC3)c(F)cc2c1=O	4%	-6%	-28%
Nc1cc(=O)[nH]c(SCC(=O)Nc2ccccc2-c2ccccc2)n1	5%	-2%	-2%

(further entries)
SMILES	TDP1 inh	TDP1 cell CPT	DT40 TDP1 no CPT
CCC12CN3CC(CC)(CN(C1)C3c1cc(Br)ccc1OC)C2=O (configuration not stated)	5%	?	?
O=C(c1ccco1)N1CCn2cccc2C1c1ccccc1 (configuration not stated)	9%	-24%	?
Cc1cc(C(=O)Nc2ccc(Br)cn2)sc1C	-5%[56.1 µM]	-17%	-12%
CCC1(CC)CNC(=O)NC1=O	.	-9%	-20%
COc1ccc(CNC(=O)C[C@H]2C(=O)N(Cc3ccc(OC)cc3)C[C@@H]2Cc2ccccc2)cc1	.	21µM*	8.9µM*
CC(C)On1c(SC(C)C)nc2ccccc2c1=O	-2%	6%	6%
CC1(C)CC(=O)C(C(c2cccnc2)C2C(=O)CC(C)(C)CC2=O)C(=O)C1	0%	-19%	-9%
OCC[C@H]1C[C@H](O)[C@@H](O)[C@@]2(Cc3ccccc3CO2)O1	0%	14%	-5%
Cn1sc(NC(=O)c2ccc(Cl)cc2)nc1=O	6%	?	-24%
CCc1ccc2[nH]c3nc(SCc4nnc(-c5ccccc5)o4)nnc3c2c1	.	?	?
CCC(C)NS(=O)(=O)c1ccc(F)c(C(=O)Nc2c(F)cc(F)cc2Br)c1 (configuration not stated)	6%	-6%	0%
CCc1ccc(N(CC)C(=O)c2cn(C)c(=O)c3cc(OC)c(OC)cc23)cc1	-3%	?	?
CCCN(CCC)C(=O)/C=C/c1cccc([N+](=O)[O-])c1	3%	?	?
CCOc1cccc(-c2nnc3sc(-c4cccs4)nn23)c1	4%	15µM*	13µM*
CCC(C)[C@H](N)C(=O)NC[C@H]1CC[C@H](C(=O)N[C@@H](Cc2ccccc2)C(=O)O)CC1 (some centres not stated)	.	21%	-2%
COc1ccc(-c2csc(NC(=O)c3ccoc3C)n2)cc1	5%	-26%	12µM*
Cc1ccc(-n2c(C)nnc2SCC(=O)N2CCc3ccccc3C2)cc1C	6%	-19%	?
COc1cc(SC)ccc1C(=O)N1CCCCCC1	5%	?	-29%
Cc1ccc(SCCNC(=O)c2ccc(C)c([N+](=O)[O-])c2)cc1	1%	?	-34%
c1ccc(N=C2SCCCS2)cc1	.	-10%	?
NC(Cc1ccc(Cl)cc1)c1csc(NC(=O)Nc2ccccc2)n1 (configuration not stated)	.	13µM*	15µM*
NC(=S)N=Nc1c(O)n(CC(=O)Nc2ccccc2)c2ccccc12	.	-22%	-10%
COc1ccc(/C(O)=C2/C(=O)C(=O)N(CCCN(C)C)C2c2ccc(Cl)cc2)cc1OC (configuration not stated)	.	4%	-2%
CCOC(=O)CN1C(=O)S/C(=C/c2cc(C)n(-c3ccccn3)c2C)C1=O	4%	?	?
Cc1nnc(C)n1/N=C/c1cccc(Oc2ccccc2)c1	5%	-15%	-14%

An excerpt of these results, with values under each structure.
Results follow in this order: TDP1 inh | TDP1 cell CPT | DT40 TDP1 no CPT
COc1ccc(/C(O)=C2/C(=O)C(=O)N(CCCN(C)C)C2c2ccc(Cl)cc2)cc1OC (configuration not stated)
    . | 4% | -2%
CCOC(=O)CN1C(=O)S/C(=C/c2cc(C)n(-c3ccccn3)c2C)C1=O
    4% | ? | ?
Cc1nnc(C)n1/N=C/c1cccc(Oc2ccccc2)c1
    5% | -15% | -14%

New compounds follow
SMILES	TDP1 inh	TDP1 cell CPT	DT40 TDP1 no CPT
O=C(NC(=S)Nc1cccc2cccnc12)c1ccccc1	-2%	-13%	-34%
O=C(NCc1ccco1)c1nc2ncccn2n1	-1%	1%	-10%
CN(C)C1CN(Cc2cn(Cc3ccc(Cl)cc3)nn2)S(=O)(=O)C1 (configuration not stated)	.	-3%	-20%
COc1ccc(C(=O)Nc2nc3ccccc3c(=O)[nH]2)cc1	-4%	-23%	-30%
Cc1ccccc1NS(=O)(=O)c1cc(C(=O)N2CCCC2)ccc1C	4%	-8%	?
COc1ccc(/C=C/C(=O)NCc2nc3ccccc3[nH]2)cc1OC	8%	8%	7%
O=C(NCc1ccco1)c1ccc(Oc2ccccc2)cc1	7%	-12%	-8%
CCOC(=O)[C@]12CCC=C1N(CCC1=CCCCC1)C(=O)[C@H](CC(=O)N1CCN(C(=O)c3ccco3)CC1)C2	.	?	?
COc1ccc(C(=O)CN2C(=O)NC3(CCCc4ccccc43)C2=O)cc1OC (configuration not stated)	0%	-23%	-15%
Cc1ccc(N2CCN(C(=O)c3cccs3)CC2)c(C)c1	.	?	?
Cc1ccc(NC(=O)COc2ccc(S(=O)(=O)N3CCOCC3)cc2)cc1	4%	-33%	-10%
Nc1cccc(/C=C/c2ccnc3ccccc23)c1	.	?	?
Cc1ccc(-c2nnc3ccc(SCC(N)=O)nn23)cc1	3%	?	-27%
Cc1ccc(CCC(=O)Nc2ccc([N+](=O)[O-])cc2Cl)o1	10%	-27%	?
CCOC(=O)C1=CC[C@@H](c2cc3cc(OC)ccc3n2C)N(S(=O)(=O)c2ccc(C)cc2)[C@H]1C(=O)OCC	1%	?	?
Cc1cc(C)nc(CCNC(=O)c2cc(COc3ccc(F)cc3F)on2)n1	.	-1%	-7%
CCOC(=O)CCC(=O)OCC(=O)NC(C)C1CC2CCC1C2 (configuration not stated)	0%	-13%	-12%
CCc1cccc(C)c1NC(=S)N1CCCC1C(=O)O (configuration not stated)	1%	-7%	12%
O=C(Nc1nccs1)c1ccccc1Br	.	14%	-19%
CC1CCN(C(=O)CSc2ccc(-c3cccnc3)nn2)CC1	3%	?	-18%
O=C(CCN1CCN(Cc2ccccc2)CC1)Nc1ccc(OCc2ccccc2)cc1	5%	?	15µM*
Cc1ccc(C)c(OCCCNCc2ccccc2)c1	.	?	?
CCOC(=O)C1=C(COC(=O)COc2ccc(OCC)cc2)NC(=O)NC1C (configuration not stated)	.	6%	2%

Four compounds already listed, arranged by heavy-atom count, lowest first:
SMILES	TDP1 inh	TDP1 cell CPT	DT40 TDP1 no CPT
Cc1ccc(C)c(OCCCNCc2ccccc2)c1	.	?	?
Cc1ccc(N2CCN(C(=O)c3cccs3)CC2)c(C)c1	.	?	?
O=C(NC(=S)Nc1cccc2cccnc12)c1ccccc1	-2%	-13%	-34%
Cc1ccc(NC(=O)COc2ccc(S(=O)(=O)N3CCOCC3)cc2)cc1	4%	-33%	-10%

Shown with two lines to a compound: 3 of the compounds above.
Sequence of screens – TDP1 inh, TDP1 cell CPT, DT40 TDP1 no CPT
> CCc1ccc(N(CC)C(=O)c2cn(C)c(=O)c3cc(OC)c(OC)cc23)cc1
 : -3%, ?, ?
> CCCN(CCC)C(=O)/C=C/c1cccc([N+](=O)[O-])c1
 : 3%, ?, ?
> CCOc1cccc(-c2nnc3sc(-c4cccs4)nn23)c1
 : 4%, 15µM*, 13µM*
